Casp6 inh: caspase-6 (human) enzyme inhibition | P55212 | purified caspase-6, Z-VEID-R110 cleavage fluorescence | inhibition, % at 12.5 µM | 350,000 compounds, 0.53% hits | AID 686996;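 active means mean inhibition across replicates at least about 35%, with every replicate also reaching that limit, limit read from the data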;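 further: 0% = median of neutral control wells and 100% = no fluorescence left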
Target sequence (P55212 24-179 limits assumed): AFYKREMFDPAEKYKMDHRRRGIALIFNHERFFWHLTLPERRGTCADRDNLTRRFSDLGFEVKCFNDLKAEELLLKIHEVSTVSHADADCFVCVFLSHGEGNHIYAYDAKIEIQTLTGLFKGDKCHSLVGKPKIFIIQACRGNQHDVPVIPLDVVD
Target sequence (P55212 194-293 limits assumed): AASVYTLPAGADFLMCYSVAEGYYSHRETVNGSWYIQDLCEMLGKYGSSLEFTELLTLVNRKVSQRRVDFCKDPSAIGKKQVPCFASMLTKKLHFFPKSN
LGR2 inh: blocks bursicon-induced cAMP signaling via Drosophila LGR2 | 380,000 compounds, 0.35% hits | inhibition, % at 9.99 µM | HEK293 LGR2, CRE-luciferase, bursicon-stimulated, 4 h;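 active means drop in luminescence signal, shown as inhibition above about 50% in the replicate tests, limit read from the data, passing the limit was not always enough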;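 further: agonist challenge used bursicon conditioned medium at about half maximal strength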
PGC1a acetyl inh: PGC1a acetylation modulation, inhibitor mode; 350,000 compounds, 0.17% hits; inhibition, % at 15.6 µM; U2OS PGC1a acetylation, AlphaScreen anti-acetyl-lysine; with virally co-expressed GCN5 acetyltransferase;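 active means every replicate shows inhibition of at least 40%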;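 further: 0% = neutral control wells and 100% = positive control wells; some results beyond the cut were filed as inactive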
FN deposit inh: fibronectin deposition inhibition | AH1F fibroblasts, Alexa488-fibronectin deposition fluorescence, overnight | inhibition, % at 12.6 µM | 350,000 compounds, 0.086% hits;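 active means mean inhibition across replicates of 30% or more, regardless of how many single replicates reach that level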;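 further: positive control wells lacked labelled fibronectin entirely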
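Schedule: 1 h cell adhesion before compound, then overnight fibronectin incubation; test system: AH1F fibroblast monolayer depositing Alexa488-labelled fibronectin into matrix; quantity: 10000 AH1F cells per well; probe or stimulus: fluorescent fibronectin at 24 nM final; signal: fluorescence, ex 485 nm, em 525 nm; evaluation: percent inhibition as loss of matrix-bound fibronectin fluorescence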
EWS-Fli inh: blocks EWS/Fli oncoprotein-driven transcription | 350,000 compounds, 0.67% hits | A673 NR0B1-luciferase reporter, viability-normalised | inhibition, % at 12.6 µM;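 active means mean inhibition of at least 50% after viability correction, with every replicate also passing that limit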;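 further: firefly luciferase signal divided by Alamar Blue viability fluorescence both relative to DMSO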
miR-122 sensor: miR-122 inhibition in Huh7 cells; Huh7 miR-122 Renilla luciferase sensor, 48 h; neutral wells = 0, positive control = 100; 340,000 compounds, 0.3% hits; activation (reporter increase), % at 12.5 µM;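 active means mean replicate activation score at least 90 and every replicate individually at or above 90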;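 further: higher luciferase means less miR-122 activity so hits act as miR-122 inhibitors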
Cneo AK release: Cryptococcus neoformans lysis via adenylate kinase release; C. neoformans lysis, adenylate kinase release luminescence, 4 h; normalised: neutral wells 0, clomiphene wells 100; lysis activity, % at 15 µM; 360,000 compounds, 0.2% hits;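 active means mean lysis activity across replicates of at least 80%, whatever share of replicates individually reach that level; inactive means mean lysis activity below 80%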
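Material: C. neoformans cells; Schedule: 4 h static compound exposure, 37 °C, read 1 h post-reagent; Measured by: adenylate kinase release luminescence; Read-out: signal increase indicating cell lysis; Controls: Clomiphene as positive lysis control.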
PAX8 inh HTS: inhibitors of PAX8 transcriptional activity in RMG-I cells. inhibition, % at 12.6 µM. RMG-I TPO-luciferase reporter, SteadyGlo, 24 h. 360,000 compounds, 1.2% hits;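 active means mean replicate inhibition at least 60% with every replicate also reaching 60%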;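 further: luciferase light reporting Pax8 driven TPO promoter activity; plate controls were median of neutral control wells for no effect and mitoxantrone controls for full effect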
Active calls of the source: *; · = no result given; & = joins results of further samples; [ ] = dose if it differs, or a comment.

SMILES | Casp6 inh | LGR2 inh | PGC1a acetyl inh | FN deposit inh | EWS-Fli inh | miR-122 sensor | Cneo AK release | PAX8 inh HTS
COc1ccc(S(=O)(=O)N2c3ccc(F)cc3CCC2C)cc1 (stereo unspecified) | -1 | 22 | -120 | 8 | 41 | 56 | -7 | 78*
O=S(=O)(c1cnccc1N1CCN(CCO)CC1)N1CCCC1 | -4 | -1 | -1 | 3 | -4 | 1 | -10 | 15
O=C(NCCCCNC(=O)c1cccnc1Cl)c1cccnc1Cl | 3 | 7 | · | 0 | -3 | · | 5 | ·
CN(CC(=O)NCCc1ccccc1)S(=O)(=O)c1cnc[nH]1 | · | -10 | 2 | 2 | · | -4 | 1 | -12
CCOC(=O)Cn1c(CN2CCc3ccccc3C2)nc2c1c(=O)n(C)c(=O)n2C | 8 | 16 | -8 | 1 | 0 | 1 | 2 | 3
Nc1ccn([C@@H]2O[C@H](C(=O)N[C@H](Cc3ccccc3)C(=O)N[C@H]3CCCCNC3=O)[C@@H](O)[C@H]2O)c(=O)n1 | -5 | 4 | · | -2 | 0 | · | · | -13
OCCN1CCN(c2ncnc3sc4c(c23)CCCC4)CC1 | -2 | 6 | · | 3 | 2 | · | 0 | 13
Cc1noc(C)c1S(=O)(=O)Nc1ccc2c(c1)CC(=O)N([C@@H](C)CO)C[C@H](C)[C@H](CN(C)C)O2 | 2 | -6 | 1 | · | -5 | 8[16.7 µM] | 0 | 0
COc1ccc(NC(=O)N(C)C[C@@H]2OCc3ccccc3-c3c(n(C)c4ccccc34)C(=O)N([C@H](C)CO)C[C@@H]2C)c(OC)c1 | 5 | 5 | 4 | -9 | 2 | · | -3 | 18
CCO[C@H]1OC(C(=O)NCc2nc3ccccc3[nH]2)=C[C@@H](c2ccc(Br)cc2)[C@@H]1CCCO | · | 25 | -3 | 8 | 4 | 1 | 0 | 43
C[C@@H]1CN([C@@H](C)CO)C(=O)Cc2cc(NC(=O)Nc3ccc(C(F)(F)F)cc3)ccc2O[C@@H]1CN(C)Cc1ccccc1 | -2 | 6 | · | · | -10 | 0[16.7 µM] | 2 | -7
O=C(COC(=O)C1CCC(=O)N1)Nc1ccccc1Br (stereo unspecified) | -2 | 0 | -3 | -3 | 1 | 2 | 2 | -17
CNC[C@@H]1Oc2ccc(NC(=O)C3CC3)cc2CC(=O)N([C@H](C)CO)C[C@@H]1C | 2 | -3 | 9 | · | 2 | 0[16.7 µM] | 3 | -7
COc1ccc(-c2nnc(N)s2)cc1OC | -1 | -13 | -7 | 9 | -1 | -6 | -1 | -23
Cc1cc(C)c(S(=O)(=O)N(C)CC(=O)NCCCn2ccnc2)c(C)c1 | -4 | 13 | · | -5 | -1 | 2 | 0 | -2
CCC(CC)C(=O)N(C)c1c(C)nc2c(OCc3ccc(Cl)cc3)cccn12 | -3 | -14 | 4 | 1 | 8 | -2 | 1 | 6
O=C(C[C@@H]1C[C@@H]2c3cc(NS(=O)(=O)c4ccc(F)cc4)ccc3O[C@@H]2[C@H](CO)O1)NCc1cccnc1 | 1 | -2 | -4 | -4 | 4 | 6[16.7 µM] | -1 | -7
COc1cc2oc(=O)cc(CN3CCCCC3)c2cc1Cl | 0 | -13 | -7 | -6 | -8 | -7 | -2 | -7
Nc1ccc(S(=O)(=O)NN=CC=Cc2ccccc2[N+](=O)[O-])cc1 | -1 | -8 | 10 | 2 | 12 | -2 | · | 32
Cc1ccc(COn2nnc3ccc(S(=O)(=O)N4CCOCC4)cc32)cc1 | 3 | -7 | · | -5 | 8 | · | -2 | -4
C[C@H]1CN([C@@H](C)CO)C(=O)Cc2cc(NC(=O)CCN3CCOCC3)ccc2O[C@H]1CN(C)Cc1ccccc1 | -1 | -4 | · | · | 1 | -2[16.7 µM] | -2 | -14
C[C@H]1CN([C@@H](C)CO)C(=O)Cc2cc(NS(=O)(=O)c3ccc(Cl)cc3)ccc2O[C@H]1CN(C)Cc1ccc(Oc2ccccc2)cc1 | 0 | -2 | -4 | -4 | -5 | 2[16.7 µM] | -14 | 3
CC(C)(C)NS(=O)(=O)c1ccc(NS(C)(=O)=O)cc1 | -2 | 5 | -2 | · | 3 | -1 | -3 | ·
Cn1c(=O)c2c(nc(OC3CCCC3)n2C)n(C)c1=O | 0 | 2 | 3 | -1 | 6 | · | 5 | 8
CC(=O)c1cccc(-c2ccnc3c2CC(C(=O)NCc2ccc(N4CCN(C)CC4)cc2)O3)c1 (stereo unspecified) | 1 | 1 | · | 9 | -2 | · | 2 | 19
C[C@H](CO)N1C[C@H](C)[C@@H](CN(C)S(=O)(=O)c2cn(C)cn2)Oc2ncc(/C=C/c3ccccc3)cc2C1=O | 4 | 5 | -1 | 1 | 0 | -1[16.7 µM] | -15 | 8
Brc1ccc(OCc2cn3ccccc3n2)cc1 | 1 | -9 | · | -17 | -33 | · | · | -115
CCCCOc1ccc(-c2nnn(CC(=O)NCCc3c[nH]c4ccccc34)n2)cc1 | · | · | -7 | 6 | · | -4 | -1 | ·
CC(=O)c1cccc(NC(=O)/C(=C\c2cccnc2)NC(=O)c2ccc(C)cc2)c1 | -3 | -9 | · | -12 | 9 | · | 1 | 15
CCOc1ccccc1N1CCN(C(=O)Nc2cccc(Cl)c2)CC1 | · | · | -2 | -10 | · | 1 | · | -17
O=C(CCc1nnc(CCCCc2ccccc2)o1)NCc1cc(F)ccc1F | -2 | · | · | 3 | 3 | · | · | -12
COc1cc(-c2cc(C(=O)NCCc3ccc(S(N)(=O)=O)cc3)c3ccccc3n2)cc(OC)c1OC | -4 | 4 | 4 | 3 | 11 | · | -2 | -5
O=C1NC[C@@H](Cc2cccc3ccccc23)N(CCc2cc(C(F)(F)F)cc(C(F)(F)F)c2)C1=O | 0 | 3 | · | -9 | -8 | · | 8 | -4
Cc1ccc(NC(=O)c2c(-c3ccccc3Cl)noc2C)nc1 | 2 | 3 | · | -7 | 4 | · | · | 5
Cc1ccc(C(=O)O)c(C(=O)Nc2nc3ccccc3s2)c1 | 0 | -3 | · | 2 | 4 | · | · | 1
CCSc1ncnc2c1oc1ccccc12 | · | · | 11 | -6 | · | -1 | 3 | ·
N[C@H]1C(O)O[C@H](CO)[C@@H](O)[C@@H]1O (stereo partly specified) | -4 | -8 | -8 | -10 | -7 | 0 | -2 | -14
C[C@@H]1CN([C@@H](C)CO)C(=O)c2cc(NS(=O)(=O)c3ccc(Cl)cc3)ccc2O[C@H]1CN(C)Cc1ccncc1 | -2&-2 | 6&3 | 8 | -10 | -13&5 | -4[16.7 µM] | -14&-1 | -29&14
CCCC(=O)n1nc(-c2cccnc2)nc1NCc1ccc(OC)cc1 | 39* | -2 | 3 | · | -7 | · | · | -10
COc1ccc(-n2c(-c3ccco3)nc3c(cnn3-c3ccc(C)cc3)c2=O)cc1 | 1 | -4 | -4 | -8 | 4 | -5 | 4 | 17
c1ccc(CN2CCC(=NNc3nc4ccccc4[nH]3)CC2)cc1 | 3 | 2 | 8 | · | -33 | 3 | 3 | 16
CCCCc1nnc2c(N(C)S(=O)(=O)c3ccccc3)nc3ccccc3n12 | 3 | -3 | -8 | 7 | 12 | -8 | 1 | 30
O=C(NC1CCCC1)c1cccc(Cl)c1 | -3 | 9 | -1 | -1 | 4 | · | · | -17
COc1ccc(/C(N)=N/O)cc1O | 0 | -3 | 0 | 3 | -2 | -8 | 3 | 17
Cc1ccc(CSc2ncnc3onc(C)c23)cc1 | -3 | 13 | · | -18 | 6 | · | · | 20
CC(=O)N1CCN(C(=O)c2cc(S(=O)(=O)N3CCCCC3)ccc2Cl)CC1 | 2 | -5 | 4 | 5 | -2 | -10 | 0 | -8
C[C@H](CO)N1C[C@H](C)[C@@H](CN(C)Cc2ccc3c(c2)OCO3)Oc2ccc(NC(=O)Nc3ccc(F)cc3)cc2CC1=O | -1 | 16 | -9 | -5 | 4 | -5[16.7 µM] | -2 | 39
N#Cc1c(-c2ccccc2F)cc(C2CC2)nc1SCC(=O)c1cccs1 | · | 10 | -3 | -11 | · | -3 | -1 | 29
O=C(CN1C(=O)C2CCCCC2C1=O)Nc1cccc([N+](=O)[O-])c1 (stereo unspecified) | 3 | -4 | 4 | -1 | -7 | -3 | 0 | -5
Cc1ccc(C(=O)N2CC(=O)Nc3ccccc32)o1 | · | 13 | 0 | 6 | · | -2 | 0 | 2
O=C(c1cccnc1)N1C[C@@H]2[C@H](c3ccccc31)[C@@H](CO)N2C(=O)C1CCOCC1 | 3 | -4 | -3 | · | -13 | -12[16.7 µM] | -5 | 9
COc1ccccc1CC(=O)NNC(=O)c1ccco1 | 1 | -18 | -11 | -3 | -3 | -4 | 1 | 10
C/C=C/c1ccc2c(c1)O[C@@H](CN(C)C(=O)COC)[C@H](C)CN([C@@H](C)CO)S2(=O)=O | 1 | -10 | 2 | -7 | -9 | · | -2 | ·
CCS(=O)(=O)N1Cc2ccccc2CC1C(=O)Nc1ccc(NC(C)=O)cc1 (stereo unspecified) | · | · | 6 | 13 | · | -12 | 2 | 14
Cc1c(C(=O)NCc2ccccn2)oc2c(Cl)cccc12 | 1 | 6 | -5 | -2 | -35 | 13 | 0 | -14
CC1(C(=O)NCCc2ccccc2)Cc2c(-c3ccc4c(c3)OCO4)ccnc2O1 (stereo unspecified) | 4 | 5 | -8 | -2 | 58* | 12 | 1 | 25
O=C(NCc1cccnc1)C1CCCCN1S(=O)(=O)c1ccc(F)cc1 (stereo unspecified) | · | · | 2 | -7 | · | -2 | -2 | ·
COc1ccc(NC(=O)C2CCCN(S(=O)(=O)c3c(C)n[nH]c3C)C2)cc1OC (stereo unspecified) | 3 | -9 | -6 | 2 | 2 | · | · | -10
O=C(C1CCCN(S(=O)(=O)c2cccc3nonc23)C1)N1CCN(c2ccccc2)CC1 (stereo unspecified) | 1 | -1 | -5 | · | 15 | · | 0 | ·
CCc1ccc(Nc2nc(C)cc(C)n2)cc1 | -1 | -38 | -2 | -7 | -119 | 0 | 1 | -69

Rewritten comma-delimited: 5 of the compounds above
SMILES,Casp6 inh,LGR2 inh,PGC1a acetyl inh,FN deposit inh,EWS-Fli inh,miR-122 sensor,Cneo AK release,PAX8 inh HTS
CCOc1ccccc1N1CCN(C(=O)Nc2cccc(Cl)c2)CC1,·,·,-2,-10,·,1,·,-17
O=C(CCc1nnc(CCCCc2ccccc2)o1)NCc1cc(F)ccc1F,-2,·,·,3,3,·,·,-12
COc1cc(-c2cc(C(=O)NCCc3ccc(S(N)(=O)=O)cc3)c3ccccc3n2)cc(OC)c1OC,-4,4,4,3,11,·,-2,-5
O=C1NC[C@@H](Cc2cccc3ccccc23)N(CCc2cc(C(F)(F)F)cc(C(F)(F)F)c2)C1=O,0,3,·,-9,-8,·,8,-4
Cc1ccc(NC(=O)c2c(-c3ccccc3Cl)noc2C)nc1,2,3,·,-7,4,·,·,5

Next part
SMILES | Casp6 inh | LGR2 inh | PGC1a acetyl inh | FN deposit inh | EWS-Fli inh | miR-122 sensor | Cneo AK release | PAX8 inh HTS
CCS(=O)(=O)N1CCC(N2CCC(C)CC2)CC1 | -1 | 13 | -5 | -2 | 3 | · | 0 | -22
O=C(/C=C/c1ccccc1Cl)NCCN1CCOCC1 | 2 | -4 | -2 | · | -1 | -1 | 4 | ·
CCN(CC(=O)Nc1ccc(S(=O)(=O)N2CCCC2)cc1)CC(=O)Nc1cccc(OC)c1 | 0 | -11 | -4 | -2 | -1 | -3 | · | -8
O=[N+]([O-])c1ccc(N2CCN(CC(O)COc3ccccc3)CC2)cc1 (stereo unspecified) | 0 | 10 | · | 7 | 14 | · | · | 7

Source: PubChem
